HePTP inh: human HePTP phosphatase inhibition; P35236; recombinant HePTP phosphatase activity, OD absorbance; inhibition, % at 20 µM; 0.64% of 110,000 active; in the data active means inhibition above about 50%;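 further: plate controls were vehicle for no effect and reference inhibitor for full effect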
Target sequence (P35236 whole entry, looked up): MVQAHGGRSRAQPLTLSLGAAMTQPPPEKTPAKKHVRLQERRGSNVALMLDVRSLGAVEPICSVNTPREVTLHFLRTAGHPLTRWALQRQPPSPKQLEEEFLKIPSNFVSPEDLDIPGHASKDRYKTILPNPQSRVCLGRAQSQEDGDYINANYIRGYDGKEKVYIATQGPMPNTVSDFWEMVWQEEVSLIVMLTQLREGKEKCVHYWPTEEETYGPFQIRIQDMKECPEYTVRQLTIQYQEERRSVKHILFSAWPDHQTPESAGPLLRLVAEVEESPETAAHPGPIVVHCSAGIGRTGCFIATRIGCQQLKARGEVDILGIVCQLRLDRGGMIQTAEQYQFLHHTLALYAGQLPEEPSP
BAP1 inh: inhibitors of human BAP1 deubiquitinase; Q92560; recombinant BAP1, Ub-AMC hydrolysis fluorescence kinetic; active compounds read low; activity remaining (% of control), % at 20 µM; 0.48% of 72,000 active;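 active means activity remaining at or below 50% of control, provided the compound also passes the data quality filters; inactive means the rest, including low values that fail the filters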;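 further: 100% = DMSO wells rate and 0% = substrate alone blank rate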
Target sequence (Q92560 whole entry, looked up): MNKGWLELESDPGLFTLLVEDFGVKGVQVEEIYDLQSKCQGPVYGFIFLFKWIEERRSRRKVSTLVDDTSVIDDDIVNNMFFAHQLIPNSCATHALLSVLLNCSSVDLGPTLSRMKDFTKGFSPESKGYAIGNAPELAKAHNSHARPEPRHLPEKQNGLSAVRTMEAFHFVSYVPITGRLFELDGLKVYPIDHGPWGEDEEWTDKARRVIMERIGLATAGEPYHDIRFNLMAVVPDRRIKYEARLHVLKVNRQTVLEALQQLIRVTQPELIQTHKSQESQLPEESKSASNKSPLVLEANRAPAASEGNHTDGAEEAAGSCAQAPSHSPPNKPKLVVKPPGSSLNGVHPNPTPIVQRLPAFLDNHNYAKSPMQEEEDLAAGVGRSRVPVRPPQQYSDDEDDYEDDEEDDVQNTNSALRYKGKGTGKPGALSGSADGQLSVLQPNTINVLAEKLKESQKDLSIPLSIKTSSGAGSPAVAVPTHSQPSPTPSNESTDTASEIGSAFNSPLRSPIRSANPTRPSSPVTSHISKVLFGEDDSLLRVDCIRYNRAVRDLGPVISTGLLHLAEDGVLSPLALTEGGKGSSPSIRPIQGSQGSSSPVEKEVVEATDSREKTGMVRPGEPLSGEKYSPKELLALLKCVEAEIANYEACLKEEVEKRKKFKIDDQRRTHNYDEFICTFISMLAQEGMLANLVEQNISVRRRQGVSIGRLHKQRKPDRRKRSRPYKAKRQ
* marks the source's active call; other numbers are inactive results; nt = no result given; & = joins results of further samples.

SMILES	HePTP inh	BAP1 inh
CC(C)C(CCN1C(=O)CCC1=O)C1CCOC(C)(C)C1 (stereo not drawn)	1	nt
O=C(c1ccc(F)cc1)N1CCN(c2c(Cl)cccc2[N+](=O)[O-])CC1	0	nt
CCOCCOC(=O)C1=C(C)N(C)C(=O)NC1c1cc(Cl)c(O)c(OC)c1 (stereo not drawn)	3	88
CCOC(=O)c1ccc(NC(=O)CSc2nnc(-c3cccs3)n2CC)cc1	-1	134
O=C(CSc1nc2cc(Cl)ccc2o1)N1CCOCC1	-14	79
Cc1ccc(NC(=O)c2ccc(-c3ccc(Br)cc3)o2)c([N+](=O)[O-])c1	0	nt
CC1(C)CC(=O)c2cc(C(=O)NCc3ccco3)c(=O)n(-c3ccccc3)c2C1	11	97
O=c1oc2c3c4c(cc2c(C(F)(F)F)c1CCN1CCOCC1)CCCN4CCC3	4	159
CCSc1nnc(NC(NC(=O)c2ccco2)(C(F)(F)F)C(F)(F)F)s1	-2	161
COc1ccc(C(=O)Nc2ccc(C)cc2C)cc1OC	3	nt
Cc1ccc(C#CC(CC(=O)c2ccccc2)CC(=O)c2ccccc2)cc1	6	nt
COc1cc(C=C2C(=O)NC(=O)NC2=O)ccc1OCc1cccc(F)c1	4	nt
O=C1c2ccccc2NC(c2ccccc2)N1O (stereo not drawn)	-8	nt
O=c1nc(N2CCCC2)nc(Nc2ccccc2)[nH]1	-2	101
NC(=O)c1c(NC(=O)C23CC4CC(CC(C4)C2)C3)sc2c1CCCCCC2	2	nt
CCC(c1ccccc1)c1nnc(NC(=O)c2ccco2)s1 (stereo not drawn)	nt	78
COc1cc(Br)c(/C=N/NS(=O)(=O)c2ccc(C)cc2)cc1OC	10	nt
COc1ccc(-n2nnc3c(SCC(=O)c4ccccc4)ncnc32)cc1	1	nt
CCOc1ccc(N2C(=O)CC(N3CCCCC3)C2=O)cc1 (stereo not drawn)	6	nt
COC(=O)c1ccccc1N(Cc1ccccc1)S(=O)(=O)c1ccc(OC)cc1	6	nt
O=C(Nc1ccc(-c2nc3ccccc3o2)cc1)c1ccc(N2C(=O)C3C4C=CC(C4)C3C2=O)cc1 (stereo not drawn)	nt	188
Cc1cc(-n2c(C)cc(C(=O)COc3ccc4ccc(=O)oc4c3)c2C)no1	8	nt
COc1cc(CN2CCN(C(=O)c3ccc([N+](=O)[O-])cc3)CC2)cc(OC)c1O	0	nt
O=C(c1ccc(F)cc1F)N1CCN(c2cc(N3CCCCC3)c(F)cc2[N+](=O)[O-])CC1	1	nt
OCC1OC(n2nc3ccccc3n2)C(O)C(O)C1O (stereo not drawn)	2	98
SMILES	HePTP inh	BAP1 inh
Cc1cccc2c1nc(-c1ccccc1)n1cnnc21	-8	112
CCOC(=O)C1=C(O)/C(=C/c2ccc(O)cc2)SC1=Nc1ccccc1	0	nt
CCN(CC)c1ccc(/C=N\N2CCN(c3ccc(Cl)cc3)CC2)cc1	7	nt
CC1=C(C(=O)OC(C)C)C(c2ccc(N(C)C)cc2)C2=C(CC(C)(C)CC2=O)N1 (stereo not drawn)	9	90
Brc1ccccc1OCCCN1CCOCC1	4	99
CC(=O)COc1ccc2c(oc(=O)c3ccccc32)c1C	5	nt
N#Cc1nc(COc2ccccc2)oc1N1CCCC1	3	54
O=C(c1ccccc1Br)N1CCN(c2c(Cl)cccc2[N+](=O)[O-])CC1	0	nt
CCC(=O)NC1(C(F)(F)F)C(=O)Nc2c1c(=O)n(C)c(=O)n2C (stereo not drawn)	11	89
COCCn1cc(C(=O)c2ccccc2OCC(=O)Nc2cc(C)on2)cc(C#N)c1=O	-3	91
CNCc1ccc(OCc2ccccc2)c(OC)c1	11	107
COc1ccc(C2(C(=O)Nc3ncccc3C)CCCC2)cc1OC	6	nt
Fc1ccccc1OCCCn1ccnc1	-6	nt
N#Cc1c(-c2ccccc2)nc(SCc2nc(N)nc(N3CCCCC3)n2)[nH]c1=O	13	72
CCCS(=O)(=O)N1CCN(C(=O)c2cccnc2)CC1	-3	94
Cc1ccccc1OCC(=O)Nc1cc(Sc2ccccc2)cc([N+](=O)[O-])c1	-6	nt
C(=N/Nc1nc2ccccc2[nH]1)/c1ccc(N2CCOCC2)cc1	3	nt
Cc1noc(C)c1S(=O)(=O)N1CCC(C(=O)NC2CCCc3ccccc32)CC1 (stereo not drawn)	7	94
COc1ccc(C2SCCN2C(=O)c2cc3ccccc3oc2=O)cc1OC (stereo not drawn)	nt	112
O=C1NN(c2ccccc2)C(=O)/C1=C\c1ccccc1O	8	nt
O=C1NC(=S)S/C1=C\c1cccc(OS(=O)(=O)c2cccc([N+](=O)[O-])c2)c1	-5	nt
Cc1cccn2c(=O)c(/C=C3\SC(=S)N(C(C)c4ccccc4)C3=O)c(NCCCn3ccnc3)nc12 (stereo not drawn)	-12	nt
COc1cccc(CNS(=O)(=O)c2cn(C)cn2)c1	1	99
Cc1ccc(C2C3=C(CCCC3=O)Nc3[nH]c(=S)[nH]c(=O)c32)cc1 (stereo not drawn)	-4	87
COc1ccc(C2/C(=C(/O)c3ccc(Cl)cc3)C(=O)C(=O)N2c2nccs2)cc1OC (stereo not drawn)	6	nt

Compounds above that have a thiophene ring, fused or not, in the order listed:
SMILES	HePTP inh	BAP1 inh
CCOC(=O)c1ccc(NC(=O)CSc2nnc(-c3cccs3)n2CC)cc1	-1	134
NC(=O)c1c(NC(=O)C23CC4CC(CC(C4)C2)C3)sc2c1CCCCCC2	2	nt

Further records
SMILES	HePTP inh	BAP1 inh
COc1ccc(Br)cc1-c1nc2nnc(C)n2[nH]1	-20	nt
O=C(N/N=C/c1ccc(-c2ccccc2[N+](=O)[O-])o1)c1ccc2ccccc2c1O	10	nt
c1ccc2oc(SCCCCSc3nc4ccccc4o3)nc2c1	-5	nt
CCC(C)C(NC(=S)Nc1ccccc1)C(=O)O (stereo not drawn)	12	nt
CSC1=NCCN1C(=O)c1cccc(C(F)(F)F)c1	6	99
O=C(CN1C(=O)NC2(CCc3ccccc32)C1=O)Nc1cc(C(F)(F)F)ccc1N1CCOCC1 (stereo not drawn)	8	111
COC(=O)c1ccc(Oc2nc(N(C)C)nc(N(C)C)n2)cc1	-18	nt
O=C(Nc1cnccn1)c1cccnc1	-2	98
CCN(CC)c1ccc(N2C(=O)/C(=C/c3ccccc3Cl)SC2=S)cc1	-4	nt
CCOC(=O)COc1ccc2c(c1)c(C(=O)OCC)c(C)n2CC	nt	139
O=C(CCCOc1ccccc1)N1CCN(C(=O)c2ccco2)CC1	6	102
C/C(N)=C(/C#N)C(=O)CN1CCCCC1	10	82
Brc1ccc2[nH]c3c(c2c1)CCCC3n1cccc1 (stereo not drawn)	-7	nt
O=C1Nc2ccccc2C12OCCO2	10	109
CCc1cc(C(=O)OC)c(NC(=O)CCCC(=O)O)s1	10	107
CCCCn1c(-c2ccc(Cl)cc2)nc2c(=O)n(C)c(=O)[nH]c21	4	168
C/C(=N\O)c1ccc(N2C(=O)C3CC=C(Cl)CC3C2=O)cc1 (stereo not drawn)	7	92
CC1(C)CC(=O)C(C(C2=C(O)CC(C)(C)CC2=O)c2cccs2)C(=O)C1 (stereo not drawn)	1	nt
COc1ccc(S(=O)(=O)N2CCC(O)(c3ccc(Cl)cc3)CC2)cc1	4	100
COc1ccc(-c2noc(-c3ccccc3C(=O)Nc3cccnc3)n2)cc1OC	2	138
Cn1cccc1Cc1nnc(SCC(=O)N2CCc3ccccc32)n1CCc1ccccc1	7	92
CCn1c(SCC(=O)C(C)(C)C)nnc1-c1ccccn1	4	96
Cn1c(=O)oc2cc(S(=O)(=O)N3CCCC(C(=O)N4CC=C(c5ccccc5)CC4)C3)ccc21 (stereo not drawn)	6	90
Cc1cccc(NC(=O)C2CC(O)CN2C(=O)OCc2ccccc2)c1 (stereo not drawn)	-12	96
CCCSc1nc2c(c(=O)n(C)c(=O)n2C)n1Cc1ccc(C)cc1	5	102
SMILES	HePTP inh	BAP1 inh
CC(=O)C1=C(O)C(=O)N(c2cc(C(C)(C)C)on2)C1c1ccc(C(C)C)cc1 (stereo not drawn)	6	75
O=C(/C=C/c1cccc([N+](=O)[O-])c1)Nc1ccc(OC(F)(F)F)cc1	2	nt
Cc1cc(C(=O)Nc2nnc(-c3ccccc3)s2)no1	4	90
CCCC(=O)Nc1cccc(-c2nc3ccccc3o2)c1	8	108
CCCc1ccc(OCc2nc(-c3ccc(NC(=O)c4ccco4)cc3)no2)cc1	-18	nt
O=[N+]([O-])c1ccc(C=Nc2ccccc2)cc1	nt	84
CCc1nnc(NC(=O)CSc2nnc(-c3ccc(O)cc3)n2-c2ccccc2)s1	-3	96
CCCCNc1nc2ccccc2nc1NS(=O)(=O)c1cccs1	-10	65
O=C(CSc1nc2ccccc2o1)Nc1ccccc1Br	11	nt
Cc1ccccc1C(=O)Nc1cccc(C(=O)Nc2ccccc2Cl)c1	-9	nt
CCN1C(=O)c2n[nH]c(C(=O)OC)c2C1=O	8	92
Cc1ccc(/C=C2\SC(=N)N(c3ccc(F)cc3)C2=O)cc1	-16	nt
Cc1cc(NC(=O)c2sc3cc(F)ccc3c2Cl)no1	2	nt
CSc1ccccc1NC(=O)Cn1nc([N+](=O)[O-])c(Cl)c1C	nt	105
CCCCOC(=O)Cn1c(=O)c2c(nc3n2CCCCN3c2ccc(C)cc2)n(C)c1=O	4	97
CC(=O)Nc1ccc(C(=O)OC2CCOC2=O)cc1 (stereo not drawn)	-5	83
COc1ccc(CN2C(=O)CN=C2Nc2cc(C)ccc2C)cc1	6	92
COc1ccc(N(CC(=O)NCc2cccs2)S(=O)(=O)c2cccnc2)cc1	-4	94
Cc1ccc(S(=O)(=O)/N=C(/Nc2ccc(C)c(Cl)c2)Nc2nc(C)cc(C)n2)cc1	4	nt
COc1ccccc1C1NC(=O)NC(C)=C1C(=O)OC1CCCCC1 (stereo not drawn)	10	89
CS(=O)(=O)N(CCc1ccccc1)CC(N)=O	-8	114
O=C(CCn1c(=O)sc2ccccc21)NCc1ccco1	nt	96
COC(=O)c1c(NC(=O)c2ccc(OCC(C)C)cc2)sc2c1CCC2	5	nt
CCOC(=O)C1=C(C)NC2=C(C(=O)CCC2)C1c1ccc(Br)s1 (stereo not drawn)	0	nt
CCOCC(=O)Nc1ccc(-c2cn3cccnc3n2)cc1	10	nt

By substructure: the entries above containing bromine
SMILES	HePTP inh	BAP1 inh
Cc1ccc(NC(=O)c2ccc(-c3ccc(Br)cc3)o2)c([N+](=O)[O-])c1	0	nt
COc1cc(Br)c(/C=N/NS(=O)(=O)c2ccc(C)cc2)cc1OC	10	nt
Brc1ccccc1OCCCN1CCOCC1	4	99
O=C(c1ccccc1Br)N1CCN(c2c(Cl)cccc2[N+](=O)[O-])CC1	0	nt
COc1ccc(Br)cc1-c1nc2nnc(C)n2[nH]1	-20	nt
Brc1ccc2[nH]c3c(c2c1)CCCC3n1cccc1 (stereo not drawn)	-7	nt
O=C(CSc1nc2ccccc2o1)Nc1ccccc1Br	11	nt
CCOC(=O)C1=C(C)NC2=C(C(=O)CCC2)C1c1ccc(Br)s1 (stereo not drawn)	0	nt

More results.
SMILES	HePTP inh	BAP1 inh
Cc1ccnc(N2C(=O)OC(C)(C)C2(C)O)c1 (stereo not drawn)	7	95
C=CCn1c(=O)c2c3c(sc2n2c(Nc4ccc(OC)cc4)nnc12)CCCC3	3	97
COc1cccc(NCCC(=O)c2cccc([N+](=O)[O-])c2)c1	7	nt
CCc1c(C)sc(NC(=O)OC)c1C(=O)N1CCCCC1	6	63
O=C(CNC(=O)c1ccc(Br)cc1)c1ccc(Cl)cc1	11	nt
CCOC(=O)c1c(CN2CCCCC2C)oc2ccc(OC)cc12 (stereo not drawn)	-6	94
CCOC(=O)c1ccccc1NC(=O)c1ccc(N(C)S(C)(=O)=O)cc1	-1	256
Cc1c(OCC(=O)OC(C)C)ccc2c3c(c(=O)oc12)CCC3	5&-6	nt
CCOC(=O)c1c(NC(=O)C2C3C=CC(C3)C2C(=O)O)sc2c1CCC2 (stereo not drawn)	11	nt
Cc1ccc(NC(=O)COc2ccccc2)c([N+](=O)[O-])c1	8	nt
O=C(Nc1cccc([N+](=O)[O-])c1)c1ccc(-c2ccc(Cl)cc2)o1	4	nt
CC1Oc2ccccc2N(CC(=O)Nc2ccc3c(c2)OCCO3)C1=O (stereo not drawn)	7	130
O=C1NC(=S)N(c2ccc(Br)cc2)C(=O)/C1=C/C=C/c1ccccc1	14	nt
CCN(CC)C(=O)N1CCN(C(=O)c2ccc(C)cn2)CC1	5	106
COc1ccc(OC)c(NC(=O)c2ccc(S(=O)(=O)N3CCN(C)CC3)cc2)c1	3	96
O=C1c2ccc(Oc3ccc([N+](=O)[O-])cc3)cc2C(=O)N1CCO	-4	nt
O=C(CCn1c(=O)oc2ccccc21)NCCN1CCOCC1	-4	88

As entered above:
HePTP inh result of CCOC(=O)c1ccccc1NC(=O)c1ccc(N(C)S(C)(=O)=O)cc1 stands at -1
HePTP inh result of O=C1NC(=S)N(c2ccc(Br)cc2)C(=O)/C1=C/C=C/c1ccccc1 stands at 14
HePTP inh result of COc1ccc(OC)c(NC(=O)c2ccc(S(=O)(=O)N3CCN(C)CC3)cc2)c1 stands at 3
BAP1 inh result of CCc1c(C)sc(NC(=O)OC)c1C(=O)N1CCCCC1 stands at 63

Record cards, as listed above. Order of values: HePTP inh	BAP1 inh
Listed for Cc1cccn2c(=O)c(/C=C3\SC(=S)N(C(C)c4ccccc4)C3=O)c(NCCCn3ccnc3)nc12 (stereo not drawn) = -12	nt
Listed for O=C(CN1C(=O)NC2(CCc3ccccc32)C1=O)Nc1cc(C(F)(F)F)ccc1N1CCOCC1 (stereo not drawn) = 8	111
Listed for O=C1c2ccccc2NC(c2ccccc2)N1O (stereo not drawn) = -8	nt
Listed for C/C(N)=C(/C#N)C(=O)CN1CCCCC1 = 10	82
Listed for CCOC(=O)c1ccccc1NC(=O)c1ccc(N(C)S(C)(=O)=O)cc1 = -1	256

Bioassay records from PubChem.

Rows were taken by chance; 0.91% or so of the library scored in one or more.
